NCI-60 one-dose screen, 48 h, at 10 µM unless noted. Numbers give growth in % (100 = growth as untreated, 0 = no growth, -100 = all killed).
SF-295: SF-295 CNS cancer cells; AID 1794758; 5.6% of 79,000 active
SK-OV-3: SK-OV-3 ovarian cancer cells | 3.2% of 80,000 active
OVCAR-5: OVCAR-5 ovarian cancer. 2.9% of 82,000 active. AID 1794783
DU-145: DU-145 prostate cancer | AID 1794760 | 4.2% of 81,000 active
OVCAR-8: OVCAR-8 ovarian cancer. 4.4% of 81,000 active. AID 1794782
PC-3: PC-3 prostate cancer cells; AID 1794754; 3.9% of 80,000 active
U251: U251 CNS tumor cells; AID 1794753; 5.4% of 80,000 active
OVCAR-4: OVCAR-4 ovarian cancer cells. 3.7% of 80,000 active. AID 1794784
OVCAR-3: OVCAR-3 ovarian cancer. 7% of 79,000 active. AID 1794787
Numbers without * were called inactive; · = no result given. Rule for the calls: active = growth percent below 10; inactive = the rest. Compounds as they come; about 11% have a hit in one of these screens.

mol,SF-295,SK-OV-3,PC-3,OVCAR-4,DU-145,OVCAR-3,OVCAR-5,OVCAR-8,U251
COc1ccc(-c2cs/c(=N\N=C\c3ccc(O)cc3O)n2/N=C/c2ccc(O)cc2O)cc1,-24*,-31*,-67*,-7.9*,4.2*,-64*,11,-17*,-36*
CN(C)c1ccc(C(=O)/C=C/c2ccccc2)cc1,99,122,107,109,108,114,101,100,97
Cc1cc(C)c2c(-c3nnc(N)s3)cc(=O)oc2c1,99,108,99,100,108,105,103,102,103
Nc1cccc2c1C(=O)c1c(Cl)cccc1C2=O,111,108,100,100,100,95,115,103,97
COC(=O)c1c(OC)cc(OC)cc1OC,107,115,105,122,108,122,102,110,100
COC(=O)/C=C1\S/C(=N\NC(=O)c2cc3ccc2/C=C\c2ccc(cc2)/C=C\3)N(c2cccnc2)C1=O,94,119,82,92,102,95,99,98,85
CNC(=S)N/N=C(\C=N\NC(=S)NC)c1ccc(C)cc1,92,75,99,99,109,112,109,101,·
Cn1ccnc1C(=O)/C=C/c1ccc(C(=O)Nc2nccs2)cc1,95,93,90,93,84,87,98,86,74
COc1ccc(/C=C(/c2ccccc2)[N+](=O)[O-])c(OC)c1,9.2*,43,-21*,14,39,-81*,-9.8*,16,-60*
CN(C)C(=S)Oc1ccccc1C1SCCS1,·,105,·,92,101,101,89,96,96
COc1ccc(OC)c(NC(=O)/C(C#N)=C/c2ccco2)c1,98,88,90,77,116,110,115,102,94
Cc1ccc([C@@H]2C[C@@H]3Cc4cc(OC(F)(F)F)ccc4N2O3)s1,104,105,103,·,115,112,103,107,101
COc1ccc(/C=C/C(=O)c2ccc(NC(=O)CN3C(=O)NC(C)(c4ccccc4)C3=O)cc2)cc1OC (stereo not given),99,127,73,89,99,67,109,93,67
CC(/C=C\c1ccc(O)cc1)=N\Nc1ccccc1,70,123,55,84,83,94,82,80,87
O=C(NC(=S)Nc1cccc(O)c1)c1ccco1,106,118,·,101,110,113,97,107,106
N#CCc1ccc([N+](=O)[O-])cc1,95,101,96,111,113,117,119,89,98
COc1ccc(-c2c3c(N)c4c(nc3nc3c2c(C)nn3-c2ccccc2)CCCC4)cc1,85,103,65,45,80,89,90,83,·
COc1cccc2cc(C(C)C(=O)OCc3cn(-c4c5ccccc5nc5ccccc45)nn3)ccc12 (stereo not given),107,93,96,113,113,104,119,·,99
COc1ccc(-c2c(NC(=O)Nc3ccc(Cl)cc3)cnn2-c2ccc(S(N)(=O)=O)cc2)cc1,99,101,82,85,97,91,100,92,77
COc1cc(/C=C/C(=O)c2cccc(-n3cc(-c4ccccc4)[nH]c3=O)c2)cc(OC)c1OC,51,4.7*,7.6*,-7.5*,7.6*,6.4*,·,13,-79*
NC(N)=NCCCC(N=Cc1ccccc1)C(=O)O (stereo not given),104,95,99,107,111,110,110,102,96
COc1ccc(-c2cc(C(=O)Nc3ccc(C)cc3)nc3[nH]c(=O)sc23)cc1,71,68,74,72,90,80,100,77,56
CCCCN(CCCC)CCC(O)c1cc2c(Cl)cc(Cl)cc2c2cc(C(F)(F)F)ccc12 (stereo not given),·,82,64,100,115,85,67,86,72
COC(=O)c1oc2c(C(C)=O)c(OCCCN(C)C)ccc2c1C,109,121,89,96,150,·,101,111,99
O=C(Cn1c(=O)sc2ccccc21)NNS(=O)(=O)c1ccc(Cl)cc1,99,101,90,109,109,107,101,96,98
Cc1ccc(NC(=S)Nc2ccccc2)c(C)c1,101,95,96,124,113,111,105,105,·
CC(=O)c1cn(C)c2ccc3c(c12)[C@H]1C=C[C@@H]3O1,·,120,108,117,126,125,110,108,115
COC(=O)CCc1ccccc1,95,101,95,114,109,107,96,100,100
Nc1nnc(-c2ccc(OCc3nnc(-c4ccccc4Cl)o3)cc2)s1,20,109,93,92,101,108,100,99,·
COc1ccc(OC)c(Nc2nc3c(s2)C2=CC[C@H]4[C@@H]5CC[C@H]([C@H](C)CCCC(C)C)[C@@]5(C)CC[C@@H]4[C@@]2(C)CC3)c1,99,106,96,115,110,107,104,106,105

Full records as entered above. Screens in order: SF-295	SK-OV-3	PC-3	OVCAR-4	DU-145	OVCAR-3	OVCAR-5	OVCAR-8	U251
`COc1ccc(/C=C(/c2ccccc2)[N+](=O)[O-])c(OC)c1` as listed: 9.2*	43	-21*	14	39	-81*	-9.8*	16	-60*
`CN(C)C(=S)Oc1ccccc1C1SCCS1` as listed: ·	105	·	92	101	101	89	96	96
`CC(=O)c1cn(C)c2ccc3c(c12)[C@H]1C=C[C@@H]3O1` as listed: ·	120	108	117	126	125	110	108	115
`Cc1ccc([C@@H]2C[C@@H]3Cc4cc(OC(F)(F)F)ccc4N2O3)s1` as listed: 104	105	103	·	115	112	103	107	101
`COC(=O)CCc1ccccc1` as listed: 95	101	95	114	109	107	96	100	100

A second format for part of the listing above.
Every second line gives: SF-295 | SK-OV-3 | PC-3 | OVCAR-4 | DU-145 | OVCAR-3 | OVCAR-5 | OVCAR-8 | U251
Cn1ccnc1C(=O)/C=C/c1ccc(C(=O)Nc2nccs2)cc1
→ 95 | 93 | 90 | 93 | 84 | 87 | 98 | 86 | 74
Nc1cccc2c1C(=O)c1c(Cl)cccc1C2=O
→ 111 | 108 | 100 | 100 | 100 | 95 | 115 | 103 | 97
COc1ccc(/C=C(/c2ccccc2)[N+](=O)[O-])c(OC)c1
→ 9.2* | 43 | -21* | 14 | 39 | -81* | -9.8* | 16 | -60*
CC(=O)c1cn(C)c2ccc3c(c12)[C@H]1C=C[C@@H]3O1
→ · | 120 | 108 | 117 | 126 | 125 | 110 | 108 | 115
Nc1nnc(-c2ccc(OCc3nnc(-c4ccccc4Cl)o3)cc2)s1
→ 20 | 109 | 93 | 92 | 101 | 108 | 100 | 99 | ·
COc1ccc(OC)c(NC(=O)/C(C#N)=C/c2ccco2)c1
→ 98 | 88 | 90 | 77 | 116 | 110 | 115 | 102 | 94

3 entries from above, field by field:
Cc1ccc(NC(=S)Nc2ccccc2)c(C)c1
  SF-295 = 101 | SK-OV-3 = 95 | PC-3 = 96 | OVCAR-4 = 124 | DU-145 = 113 | OVCAR-3 = 111 | OVCAR-5 = 105 | OVCAR-8 = 105 | U251 = ·
CN(C)c1ccc(C(=O)/C=C/c2ccccc2)cc1
  SF-295 = 99 | SK-OV-3 = 122 | PC-3 = 107 | OVCAR-4 = 109 | DU-145 = 108 | OVCAR-3 = 114 | OVCAR-5 = 101 | OVCAR-8 = 100 | U251 = 97
COc1ccc(OC)c(NC(=O)/C(C#N)=C/c2ccco2)c1
  SF-295 = 98 | SK-OV-3 = 88 | PC-3 = 90 | OVCAR-4 = 77 | DU-145 = 116 | OVCAR-3 = 110 | OVCAR-5 = 115 | OVCAR-8 = 102 | U251 = 94

The results go on.
mol,SF-295,SK-OV-3,PC-3,OVCAR-4,DU-145,OVCAR-3,OVCAR-5,OVCAR-8,U251
NCCNCCCc1cccs1,97,103,85,98,110,109,106,98,100
O=C(Nc1cccc(-n2cc(-c3ccncc3)c(-c3ccc(Cl)c(O)c3)n2)c1)c1ccc(N2CCOCC2)c(C(F)(F)F)c1,·,74,27,108,53,56,116,37,12
COC(=O)c1c2c(c(C)[n+]([O-])c1C)C(=O)C=C(NCc1cccc(OC)c1)C2=O,-98*,·,-2.0*,·,-99*,-51*,-90*,-24*,-39*
COc1ccc(C2c3[nH]c4ccc(Cl)cc4c3CCN2c2oc(CO)nc2C#N)cc1 (stereo not given),46,101,41,70,57,47,78,46,39
CCCSc1ccc2nc(NC(=O)OCC3(C)COC3)[nH]c2c1,91,97,90,106,99,100,97,109,94
CNCc1cccc2c1OCCCCCC[C@@](C)(O)CC1(CC1)S(=O)(=O)c1ccc(cc1)-c1cnc(N)c(n1)C(=O)N2,-100*,-88*,-59*,-77*,-85*,-91*,-90*,-66*,-84*
Cc1cc(Cl)ccc1Nc1nc(C(F)(F)F)ccc1C(=O)N/N=C/c1ccc([N+](=O)[O-])cc1,-56*,-15*,-44*,-12*,5.8*,-18*,-19*,9.1*,-14*
N#C[C@@H]1CC2C=CC1C2 (stereo not given in full),101,114,97,127,104,104,91,112,105
COc1cc(C=C2C(=O)NC(=O)NC2=O)cc(CN2CCCC2)c1O,104,101,105,112,112,110,103,107,106
CCN1CCN(Cc2ccc(C(=O)Nc3cccc(C#Cc4cccc5[nH]nc(N)c45)c3)cc2C(F)(F)F)CC1,-87*,-69*,-14*,-25*,-42*,-22*,-89*,-97*,-95*
C/C(=N\Nc1ccc(Cl)cc1)C(=O)O,65,55,44,78,58,72,54,50,66
O=C(CC(=O)OCc1ccccc1)OCc1ccccc1,102,105,94,100,128,111,109,95,96
CCN(CC)CCNC(Cc1ccccc1)c1ccccc1 (stereo not given),103,98,88,104,105,107,96,99,88
C=CCn1c(SCC(=O)c2ccc(Cl)cc2)nnc1-c1ccc(Cl)cc1,104,114,96,94,95,·,98,94,99
COc1cccc(C(=O)N(c2ccc(F)c(C(F)(F)F)c2)C(C(=O)NC(C)(C)C)c2cc3c(C)cc(C)cc3nc2Cl)c1 (stereo not given),56,84,41,77,85,79,86,72,70
COc1cc(C2C(C#N)=C(N)Oc3cc4c(cc32)OCO4)cc2c1OCO2 (stereo not given),9.4*,-5.4*,28,42,6.4*,-40*,41,35,28
O=C(Nc1cccc(OS(=O)(=O)c2ccc(F)cc2)c1)C12CC3CC(CC(C3)C1)C2,51,88,71,63,77,72,98,85,58
C1=C(c2ccccc2)c2ccccc2C1,91,109,83,105,109,106,92,114,108
COc1ccc(Br)cc1NC(=O)Nc1cccc2c1ccn2Cc1ccnc(N)c1,-6.5*,27,17,39,59,67,48,21,14
Cc1ccccc1CNc1c2ccccc2nc2ccccc12,30,41,26,33,31,31,37,21,21
CCC(C)c1ccc(CCO)cc1 (stereo not given),101,113,93,105,115,122,97,105,113
CCCCCC(N)c1ccc(Cl)cc1 (stereo not given),82,99,82,100,107,103,80,96,95
COc1ccc(NC(=O)CSc2oc(-c3ccccc3)nc2S(=O)(=O)c2ccc(Cl)cc2)c(OC)c1,54,83,61,65,83,75,107,34,51
O=C(CNc1nc(-c2ccccc2)cs1)Nc1cccc(Cl)c1,22,38,19,32,53,32,41,32,27
COc1ccc(C(=O)c2cc(C(C)=O)c3cc(C)ccn23)cc1,111,115,83,94,106,107,87,96,92
O=C(CCCCCCNC(=O)C(O)(O)C(F)(F)F)Nc1ccc(-c2ccccc2)cc1,-32*,-23*,29,37,12,-17*,9.3*,6.8*,-3.6*
NCC(=O)NCC(=O)NCC(=O)NCC(=O)NCC(=O)NCC(=O)O,94,110,93,108,110,115,100,101,101
CC(=O)O[C@H]1CO[C@@H]2C(Oc3ccnc(NC4CCN(C(=O)C(C)(C)C)CC4)n3)CO[C@H]12 (stereo not given in full),96,114,102,98,126,124,105,108,100
CCOC(=O)CCCCN1C(=O)S/C(=C\c2ccccc2)C1=O,99,97,92,105,102,·,103,99,101
O=C1c2ccccc2C(=O)N1CCc1ccccc1,92,89,86,94,105,98,102,101,87

(list continues)
mol,SF-295,SK-OV-3,PC-3,OVCAR-4,DU-145,OVCAR-3,OVCAR-5,OVCAR-8,U251
COC(=O)[C@]12CC[C@@H](C)[C@H](C)[C@@H]1C1=CC[C@@H]3[C@@]4(C)C[C@@H](O)[C@H](O)[C@@]5(C)COC(=C45)C[C@@]3(C)[C@]1(C)CC2,91,88,·,76,107,91,92,91,85
Cc1ccccc1N=C(N)Nc1ccccc1C (tested in a mixture with another compound),104,98,71,82,84,79,92,74,84
CN1CCN(C(=O)N2c3ccccc3Sc3ccccc32)CC1,95,91,61,96,105,106,91,102,93
CC(=O)Nc1ccc2ccccc2c1Br,95,87,82,94,105,98,88,97,98
O=C1c2cccc3cccc(c23)C(=O)N1Nc1nc(N2CCN(Cc3ccccc3)CC2)nc(-n2cnc3ccccc32)n1,95,92,76,68,104,91,103,89,73
Fc1c(-c2nnc(Cc3ccc(Cl)cc3)o2)nc2ccccn12,99,113,112,102,102,115,100,107,101
CCOc1cccc(/C=N/NC(=O)C(=O)Nc2cccc(C(F)(F)F)c2)c1O,10,49,45,31,40,29,47,26,23
COc1cc(/C=N\Nc2ccccc2)ccc1OC(=O)c1ccccc1,50,·,50,·,55,70,64,80,81
CCOC(=O)CCCCCn1c(C)c(C)c2c1N=C(SC)N1CC(=O)N=C21,115,124,98,93,92,91,111,104,82
